Assay outcomes: PubChem BioAssay, several laboratories
IDE inh: inhibits human insulin-degrading enzyme in HEK cells; inhibition, % at 5.59 µM; P14735; FAbetaB cleavage, fluorescence polarization; 320,000 compounds, 0.41% hits;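 active = percent inhibition above the average of all tested compounds plus 3 SD, set per screening campaign, cut at about 16% in these data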;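 also: IDE supplied by intact live HEK cells; FP after avidin binding of uncleaved biotin substrate so inhibition keeps polarization high; 0% = DMSO wells and 100% = 60 µM reference IDE inhibitor Ii1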
Target sequence (P14735 whole entry, looked up): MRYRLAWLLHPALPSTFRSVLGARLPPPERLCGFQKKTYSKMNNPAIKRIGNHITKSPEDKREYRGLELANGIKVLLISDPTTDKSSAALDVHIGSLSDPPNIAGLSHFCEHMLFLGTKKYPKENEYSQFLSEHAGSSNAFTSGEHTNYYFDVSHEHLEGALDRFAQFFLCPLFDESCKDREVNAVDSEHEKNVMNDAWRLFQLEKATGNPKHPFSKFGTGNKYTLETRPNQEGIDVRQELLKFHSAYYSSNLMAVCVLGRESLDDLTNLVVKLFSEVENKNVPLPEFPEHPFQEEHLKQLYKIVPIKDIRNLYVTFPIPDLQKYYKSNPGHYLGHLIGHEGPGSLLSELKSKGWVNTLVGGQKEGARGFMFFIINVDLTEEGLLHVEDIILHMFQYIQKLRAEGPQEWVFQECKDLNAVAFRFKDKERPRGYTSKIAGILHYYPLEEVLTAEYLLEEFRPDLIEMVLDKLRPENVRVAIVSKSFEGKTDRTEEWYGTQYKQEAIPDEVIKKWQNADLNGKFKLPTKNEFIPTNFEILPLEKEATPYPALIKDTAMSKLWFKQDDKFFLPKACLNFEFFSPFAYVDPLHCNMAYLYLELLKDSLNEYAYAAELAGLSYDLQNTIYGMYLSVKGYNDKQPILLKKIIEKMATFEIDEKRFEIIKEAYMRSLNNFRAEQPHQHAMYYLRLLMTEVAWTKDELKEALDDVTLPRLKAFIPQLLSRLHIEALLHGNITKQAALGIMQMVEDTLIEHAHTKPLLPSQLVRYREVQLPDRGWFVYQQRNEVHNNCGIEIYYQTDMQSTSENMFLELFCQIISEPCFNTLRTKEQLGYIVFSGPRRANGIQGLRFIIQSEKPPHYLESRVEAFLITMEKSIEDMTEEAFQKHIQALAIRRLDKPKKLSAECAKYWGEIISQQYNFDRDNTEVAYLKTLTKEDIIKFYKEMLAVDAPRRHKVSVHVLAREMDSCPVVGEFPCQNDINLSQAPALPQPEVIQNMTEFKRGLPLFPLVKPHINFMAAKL
p-CIP stab down: p/CIP protein destabilization. AID 1984. decrease of EGFP signal, % at 10 µM. 290,000 compounds, 0.01% hits. Q05BA5. F442A p/CIP-EGFP cells, EGFP fluorescence, 16 h;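 active = EGFP signal decrease of at least 30% at 10 µM or well 3 SD below plate mean, unless failing retest; inactive = the rest, including hits failing retest or dose response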; also: some compounds called inactive have numbers as strong as hits; many of its hits are not listed in these tables
CRFBP-R2 block: blocks CRF-induced signaling of the CRF-BP/CRF-R2 complex; HEK293 CRF-R2/CRF-BP, CRF-induced calcium fluorescence; inhibition, % at 11.8 µM; AID 588475; 350,000 compounds, 0.59% hits;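 active = inhibition of the ligand-induced calcium signal above about 50% at the single tested concentration, limit read from the data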
CRFR2-BP ag: agonists of human CRF-binding protein/CRF-R2 receptor complex. HEK293 CRF-R2/CRF-BP, calcium dye fluorescence (FLIPR); percent of saturating CRF peptide response. 350,000 compounds, 0.46% hits. AID 588473. activation, % at 13.2 µM;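 active = activation of at least 50%, plus an integration ratio under a set limit after plate pattern correction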;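 also: plate controls were neutral control wells without compound for no effect and CRF at EC100 for full effect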
GalR3 antagonist: human GalR3 antagonism | O60755 | HEK293 GalR3-CNG cAMP membrane potential fluorescence; galR3 body fused to GalR1 C-terminus | inhibition, % at 3 µM | 360,000 compounds, 0.44% hits | AID 651719;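 active = inhibition above the screen-wide average plus 3 SD, cut at about 13% in these data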;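 also: forskolin and galanin both at EC90 stimulate the cells; cAMP rise reported by CNG channel membrane potential dye signal; 0% = forskolin plus galanin with DMSO and 100% = forskolin alone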
PHOSPHO1 block: inhibitors of human PHOSPHO1 phosphatase; Q8TCT1; recombinant PHOSPHO1, absorbance phosphatase assay; inhibition, % at 13.3 µM; 290,000 compounds, 1.1% hits; in the data active = inhibition above about 60%
M4 PAM: potentiates acetylcholine response at human M4 receptor; P08173; CHO-K1 hM4/Gqi5, Fluo-8 calcium fluorescence, ACh EC20; 0% = ACh EC20, 100% = maximal ACh; activation, % at 3 µM; 360,000 compounds, 0.4% hits; AID 624126;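 active = activation above its plate's cutoff, the mean activation of sample wells plus 3 SD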; also: some results filed as inactive read as strong as hits
MEKK3 PB1 HTS: MEKK3-MEK5 PB1 interaction, increase or decrease; Q99759; bead-based flow cytometry, Alexa488-MEK5 binding to MEKK3; actives lie on both sides; 0 = blocked by unlabeled MEK5, 100 = vehicle; binding response (% of control), % at 10 µM; 290,000 compounds, 1.4% hits;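 active = binding response more than 3 SD above or below the average of its plate-row segment, actives on both sides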;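 also: Alexa488 bead fluorescence after subtracting the streptavidin-only scavenger bead signal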
IDE act: boosts human insulin-degrading enzyme activity in HEK cells. P14735. FAbeta-B cleavage, fluorescence polarization; 0% vehicle, 100% cell-free pure enzyme wells. activation, % at 5.96 µM. 340,000 compounds, 0.073% hits. AID 493087;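 active = activation above the mean of all tested compounds plus 3 SD, set per screening campaign, cut at about 17% in these data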
The depositor's hits bear a star.

For CCC1CCCCN1C(=O)c1sc2ncnc(N(CC)CC)c2c1C (centres undefined) the results were IDE inh 2, p-CIP stab down -10, CRFBP-R2 block -8, CRFR2-BP ag 0.6, GalR3 antagonist -5, PHOSPHO1 block 9, M4 PAM -5, MEKK3 PB1 HTS 98 and IDE act -4.
CCOC(=O)c1ccc(NC(=O)c2nc[nH]c2C(=O)N[C@@H](C)CO)cc1 was read as CRFBP-R2 block -12, CRFR2-BP ag 0.8, GalR3 antagonist -5 and M4 PAM 2.
`CCCCn1c(-c2csc3ccccc23)n[nH]c1=S` gave IDE inh -7, p-CIP stab down 0, CRFBP-R2 block 28, CRFR2-BP ag -5.8, GalR3 antagonist -6, PHOSPHO1 block 95*, M4 PAM -10 and IDE act -8.
Screening CC(=O)OCCCNc1cc(Sc2ccc(Cl)cc2)c2nonc2c1[N+](=O)[O-] returned IDE inh 2, p-CIP stab down -7, CRFBP-R2 block -14, CRFR2-BP ag 9.8, GalR3 antagonist -3, PHOSPHO1 block -6, M4 PAM 22*, MEKK3 PB1 HTS 132* and IDE act 4.
Screening CCOC(=O)c1cnc2cc(C)ccn2c1=O returned IDE inh -3, p-CIP stab down -2, CRFBP-R2 block 9, CRFR2-BP ag -1.5, GalR3 antagonist 4, PHOSPHO1 block 9, M4 PAM 16, MEKK3 PB1 HTS 101 and IDE act -2.
Screening COC(=O)C1=C(C(=O)OC)[C@@H]2N(C)c3ccc(OC)cc3[C@@]23C[C@@H](C(=O)OC)N(C(=O)c2ccco2)C3=N1 returned IDE inh -1, CRFBP-R2 block 20, CRFR2-BP ag -2.6, GalR3 antagonist -5, M4 PAM -2, MEKK3 PB1 HTS 102 and IDE act -1.
For O=C(CN1CCN(Cc2ccc(Cl)cc2)C1=O)NCc1cccs1 the results were IDE inh -3, p-CIP stab down 13, CRFBP-R2 block 4, CRFR2-BP ag -0.8, GalR3 antagonist -1, PHOSPHO1 block -8, M4 PAM -6, MEKK3 PB1 HTS 96 and IDE act 3.
Screening O/N=C\c1cnc(N2CCN(c3ccccc3)CC2)s1 returned IDE inh 1, p-CIP stab down 0, CRFBP-R2 block -11, CRFR2-BP ag 0.2, GalR3 antagonist -7, M4 PAM 11, MEKK3 PB1 HTS 98 and IDE act 4.
For CN(C)C(=O)CCC(=O)N(C)CC1CCCN(CCc2ccc(F)cc2)C1 (centres undefined) the results were IDE inh -6, p-CIP stab down 4, CRFBP-R2 block 0, CRFR2-BP ag 0.1, GalR3 antagonist -2, PHOSPHO1 block 36, M4 PAM -6, MEKK3 PB1 HTS 104 and IDE act 2.
`CCOC(=O)N1CCN(C(=O)Cn2nc(C)n3nc(-c4ccc(CC)cc4)cc3c2=O)CC1` gave IDE inh 2, p-CIP stab down 2, CRFBP-R2 block -10, CRFR2-BP ag 2.1, GalR3 antagonist 2, PHOSPHO1 block 32, M4 PAM 1, MEKK3 PB1 HTS 103 and IDE act -2.
C/C(Cc1ccccc1)=N\NC(=O)C1CCCCC1 was read as IDE inh -1, p-CIP stab down 1, CRFBP-R2 block -35, CRFR2-BP ag 1.3, GalR3 antagonist 1, PHOSPHO1 block -3, M4 PAM 10, MEKK3 PB1 HTS 103 and IDE act 4.
CC(CCc1ccccc1)OS(N)(=O)=O (centres undefined) was read as IDE inh 0, p-CIP stab down -1, CRFBP-R2 block -4, CRFR2-BP ag 1.4, GalR3 antagonist -4, PHOSPHO1 block -7, M4 PAM -5, MEKK3 PB1 HTS 103 and IDE act 2.
For COc1cccc(NC(=O)c2ccccc2-c2nc(-c3ccc(Cl)cc3)no2)c1 the results were IDE inh 0, p-CIP stab down -7, CRFBP-R2 block -39, CRFR2-BP ag 1.7, GalR3 antagonist 0, PHOSPHO1 block -14, M4 PAM 14, MEKK3 PB1 HTS 97 and IDE act 4.
CCOC(=O)NNC(=S)Nc1c(C)n(C)n(-c2ccccc2)c1=O was read as IDE inh 0, p-CIP stab down -2, CRFBP-R2 block -3, CRFR2-BP ag -0.9, GalR3 antagonist -3, PHOSPHO1 block -2, M4 PAM 7, MEKK3 PB1 HTS 97 and IDE act 4.
C/C(N)=C(/C#N)C(=O)COC(=O)c1ccc(C#N)cc1 was read as IDE inh -1, p-CIP stab down 10, CRFBP-R2 block -4, CRFR2-BP ag 0.3, GalR3 antagonist 4, PHOSPHO1 block -27, M4 PAM 9, MEKK3 PB1 HTS 101 and IDE act 5.

The list goes on, starting with the last two of the part before.
CCOC(=O)NNC(=S)Nc1c(C)n(C)n(-c2ccccc2)c1=O was read as IDE inh 0, p-CIP stab down -2, CRFBP-R2 block -3, CRFR2-BP ag -0.9, GalR3 antagonist -3, PHOSPHO1 block -2, M4 PAM 7, MEKK3 PB1 HTS 97 and IDE act 4.
C/C(N)=C(/C#N)C(=O)COC(=O)c1ccc(C#N)cc1 was read as IDE inh -1, p-CIP stab down 10, CRFBP-R2 block -4, CRFR2-BP ag 0.3, GalR3 antagonist 4, PHOSPHO1 block -27, M4 PAM 9, MEKK3 PB1 HTS 101 and IDE act 5.
For CC(=O)c1cn(-c2ccc(Cl)cc2)c(=O)n(Cc2ccc(Br)cc2)c1=O the results were IDE inh 1, p-CIP stab down 10, CRFBP-R2 block -24, CRFR2-BP ag 12, GalR3 antagonist -2, PHOSPHO1 block 12, M4 PAM -3, MEKK3 PB1 HTS 98 and IDE act 4.
For CCOc1ccc2[nH]c3nc(SCC(=O)NCC4CCCO4)nnc3c2c1 (centres undefined) the results were IDE inh 2, p-CIP stab down -16, CRFBP-R2 block 8, CRFR2-BP ag 0.3, GalR3 antagonist -7, PHOSPHO1 block 40, M4 PAM 8, MEKK3 PB1 HTS 106 and IDE act 3.
CCOCCCNC(=O)CN1C(=O)COc2ccc(S(=O)(=O)N3CCC(C)CC3)cc21 was read as IDE inh 4, p-CIP stab down 4, CRFBP-R2 block 0, CRFR2-BP ag 1.6, PHOSPHO1 block -15, M4 PAM 11, MEKK3 PB1 HTS 102 and IDE act 0.
For N/C(=N\OC(=O)COc1ccccc1)c1ccc(Cl)cc1 the results were IDE inh 2, p-CIP stab down -2, CRFBP-R2 block -7, CRFR2-BP ag 2.8, GalR3 antagonist -2, PHOSPHO1 block -1, M4 PAM -4, MEKK3 PB1 HTS 98 and IDE act 5.
Screening Cc1ccc(S(=O)(=O)N2CCCCC2)cc1NC(=O)CSc1nnnn1C returned IDE inh 5, p-CIP stab down -4, CRFBP-R2 block 0, CRFR2-BP ag 1.3, GalR3 antagonist 0, PHOSPHO1 block 30, M4 PAM 1, MEKK3 PB1 HTS 95 and IDE act 2.
Screening CC(Cl)C(=O)Nc1ccccc1C#N (centres undefined) returned IDE inh -2, p-CIP stab down -2, CRFBP-R2 block 31, CRFR2-BP ag 2.6, GalR3 antagonist -2, PHOSPHO1 block 6, M4 PAM 0, MEKK3 PB1 HTS 99 and IDE act 0.
Screening Brc1cc(-c2ccccc2)nc(-c2ccccc2)n1 returned IDE inh 0, CRFBP-R2 block 1, CRFR2-BP ag 4.2, GalR3 antagonist -4 and M4 PAM 0.
`CCCOc1ccccc1C1NC(=O)NC(C)=C1C(=O)OCCOC` (centres undefined) gave IDE inh 6, p-CIP stab down -5, CRFBP-R2 block 36, CRFR2-BP ag -2.9, GalR3 antagonist 1, PHOSPHO1 block 2, M4 PAM 1, MEKK3 PB1 HTS 95 and IDE act -4.
For COc1ccc(/C=C/C=C2\NC(=S)NC2=O)cc1 the results were IDE inh 5, p-CIP stab down 5, CRFBP-R2 block -13, CRFR2-BP ag 2.5, GalR3 antagonist 0, PHOSPHO1 block -58, M4 PAM 9, MEKK3 PB1 HTS 92 and IDE act 4.
Screening O=C1CC(c2ccc3c(c2)OCO3)C2=C(CCCC2=O)N1 (centres undefined) returned IDE inh -2, p-CIP stab down 1, CRFBP-R2 block -19, CRFR2-BP ag 1.8, GalR3 antagonist -5, PHOSPHO1 block 18, M4 PAM 14, MEKK3 PB1 HTS 99 and IDE act -2.
Screening CCOc1cc(/C=C2/SC(=O)N(CC(=O)N3CCc4ccccc4C3)C2=O)ccc1OCC(=O)O returned IDE inh 1, p-CIP stab down 10, CRFBP-R2 block 9, CRFR2-BP ag 2.8, GalR3 antagonist -4, PHOSPHO1 block -10, M4 PAM 13, MEKK3 PB1 HTS 94 and IDE act -1.
O=C(NCCCc1ccccc1)Nc1cccc(Cl)c1 was read as IDE inh 4, p-CIP stab down -12, CRFBP-R2 block 27, CRFR2-BP ag -1.2, GalR3 antagonist 0, PHOSPHO1 block -1, M4 PAM -19, MEKK3 PB1 HTS 101 and IDE act -1.
COc1cccc(/C=N/Nc2ccccc2C(=O)O)c1O was read as IDE inh 0, p-CIP stab down -5, CRFBP-R2 block 48, CRFR2-BP ag -3.8, GalR3 antagonist -14, M4 PAM -3, MEKK3 PB1 HTS 104 and IDE act 4.
For O=C(COC(=O)c1ccc(F)cc1F)Nc1ccc2[nH]c(=O)[nH]c2c1 the results were IDE inh 1, p-CIP stab down 5, CRFBP-R2 block 11, CRFR2-BP ag -1.6, GalR3 antagonist 3, PHOSPHO1 block 12, M4 PAM 7, MEKK3 PB1 HTS 92 and IDE act 2.
Screening COc1ccc(-c2csc(CCn3nc(C)cc3C)n2)cc1 returned IDE inh -1, p-CIP stab down 2, CRFBP-R2 block 5, CRFR2-BP ag -0.1, GalR3 antagonist 7, PHOSPHO1 block 22, M4 PAM 3, MEKK3 PB1 HTS 93 and IDE act -2.
Screening COC(=O)/C=C1\NCCSC1=O returned IDE inh 3, p-CIP stab down -20, CRFBP-R2 block 3, CRFR2-BP ag -0.7, GalR3 antagonist -5, PHOSPHO1 block 9, M4 PAM 16, MEKK3 PB1 HTS 101 and IDE act 6.
For COc1ccc([C@H]2C(C(=O)O)=C[C@@H](C(C)(C)C)N2S(=O)(=O)c2ccccc2)cc1 the results were IDE inh 3, CRFBP-R2 block 8, CRFR2-BP ag 0.3, GalR3 antagonist -5, M4 PAM 7 and IDE act -1.
`CN(CC(=O)NNC(=O)CCNS(=O)(=O)c1ccccc1)S(=O)(=O)c1ccc(Cl)cc1` gave IDE inh 8, CRFBP-R2 block 4, CRFR2-BP ag -0.5, GalR3 antagonist 0, M4 PAM 4 and IDE act 2.
COc1ccc(OC)c(NC(=O)N2CCCC(C)C2)c1 (centres undefined) was read as IDE inh 0, p-CIP stab down -4, CRFBP-R2 block -3, CRFR2-BP ag -0.9, GalR3 antagonist -8, PHOSPHO1 block 44, M4 PAM -4, MEKK3 PB1 HTS 109 and IDE act 2.
CCc1cccc(CC)c1NC(=O)COC(=O)/C(C#N)=C/c1ccc(OC)cc1 was read as IDE inh -5, p-CIP stab down 0, CRFBP-R2 block -8, CRFR2-BP ag -2.6, GalR3 antagonist -3, PHOSPHO1 block 3, M4 PAM 1, MEKK3 PB1 HTS 104 and IDE act -3.
`Cc1ccc(O)c(NC(=O)c2ccc3c(c2)C(=O)N(Cc2cccnc2)C3=O)c1` gave IDE inh 0, p-CIP stab down -17, CRFBP-R2 block 3, CRFR2-BP ag 1.0, GalR3 antagonist -2, PHOSPHO1 block 63*, M4 PAM -11, MEKK3 PB1 HTS 101 and IDE act 2.
`O=C(Nc1cc(S(=O)(=O)N2CCOCC2)ccc1-n1cncn1)c1ccc(Cl)cc1` gave IDE inh -5, p-CIP stab down -6, CRFBP-R2 block 10, CRFR2-BP ag -0.4, GalR3 antagonist -3, PHOSPHO1 block 16, M4 PAM 15, MEKK3 PB1 HTS 82 and IDE act 5.
